GALR2 blocker – GALR2 antagonists in receptor-expressing cells, primary screen; Galanin receptor type 2 (Homo sapiens), O43603; antagonist mode; inhibition, % at 4 µM; 140,000 compounds, 0.39% hits; AID 828, 2007; in the data active = inhibition above about 27%;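 also: cells stimulated with galanin 1-16 at roughly its EC80; 0% = agonist challenge control and 100% = basal control without agonist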
Target sequence (O43603 whole entry, looked up): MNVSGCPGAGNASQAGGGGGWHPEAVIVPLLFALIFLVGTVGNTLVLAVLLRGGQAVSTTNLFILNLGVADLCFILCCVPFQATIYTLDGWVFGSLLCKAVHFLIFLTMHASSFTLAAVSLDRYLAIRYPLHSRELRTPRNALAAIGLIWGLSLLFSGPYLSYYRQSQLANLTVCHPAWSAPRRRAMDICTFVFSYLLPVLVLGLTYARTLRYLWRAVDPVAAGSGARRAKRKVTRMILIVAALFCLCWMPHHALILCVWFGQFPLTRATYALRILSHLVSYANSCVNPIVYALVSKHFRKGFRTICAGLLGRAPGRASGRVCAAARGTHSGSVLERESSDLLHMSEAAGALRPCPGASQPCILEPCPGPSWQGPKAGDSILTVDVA
Phagocytosis inh – inhibitors of macrophage phagocytosis, primary screen, imaging, J774A.1 cells, IgG beads; J774A.1 macrophage IgG-bead phagocytosis; inhibition, % at 5 µM; 110,000 compounds, 0.07% hits;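 active = inhibition above the mean of the plate negative controls plus 5 SD, cut at about 13% in these data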;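 also: phagocytic index as fraction of beads internalized from green versus red external bead signal; plate controls were DMSO negative control for no effect and cytochalasin-D positive control for full effect; some results beyond the cut were filed as inactive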
Measles CPE – compounds protecting cells from measles virus cytopathic effect, primary screen, measles RdRp inhibitor project, single point, MLSMR library, absorbance; 140,000 compounds, 1.5% hits; Measles virus-infected cells, CPE protection; protection (pct of control), % at 4 µM; in the data active = protection mostly above about 24%, no sharp cut-off; inactive = mostly below about 26%; also: some compounds called inactive have numbers as strong as hits
NPY Y2 blocker – NPY-Y2 receptor antagonists, primary screen, cell-based; Neuropeptide Y receptor type 2 (Homo sapiens), P49146; NPY-Y2 expressing cells, antagonist mode; inhibition, % at 2.7 µM; 140,000 compounds, 0.99% hits; AID 793, 2007; in the data active = inhibition above about 17%;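 also: 0% = vehicle with agonist challenge and 100% = reference antagonist with challenge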
Target sequence (P49146 whole entry, looked up): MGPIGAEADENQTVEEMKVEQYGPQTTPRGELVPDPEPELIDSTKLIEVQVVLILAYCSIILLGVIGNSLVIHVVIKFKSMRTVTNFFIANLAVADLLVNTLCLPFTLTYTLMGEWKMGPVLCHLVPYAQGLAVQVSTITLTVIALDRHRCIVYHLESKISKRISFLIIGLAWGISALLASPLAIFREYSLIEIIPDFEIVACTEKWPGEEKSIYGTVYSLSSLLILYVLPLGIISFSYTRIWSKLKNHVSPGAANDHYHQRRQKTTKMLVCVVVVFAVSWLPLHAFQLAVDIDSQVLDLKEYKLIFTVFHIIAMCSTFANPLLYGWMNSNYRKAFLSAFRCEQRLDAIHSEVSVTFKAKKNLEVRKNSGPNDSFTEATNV
HCT116 PTEN-null – growth suppression of PTEN-null HCT116, primary screen, cell-based, CellTiter-Glo. 140,000 compounds, 1.2% hits. viability, % at 10 µM. HCT116 PTEN-null viability, 60 h; stronger effect = lower value. AID 827, 2007;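 active = viability at or below a set limit, 4 SD under the median of all tested compounds, cut at about 3.7% in these data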;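 also: PTEN knockout HCT116 line with beta catenin targeted HCT116 as companion control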
BB579 growth dn – growth inhibitors of yeast BB579 in restrictive medium, primary screen, yeast lifespan-shortening project, S. cerevisiae; OD615, 48 h; inhibition, % at 10 µM; 140,000 compounds, 0.51% hits; AID 804, 2007;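 active = inhibition above a set limit, 3 SD over the mean compound inhibition, cut at about 44% in these data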; also: inactives centre near -24
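Assay system: S. cerevisiae DeaD strain BB579 yeast. Medium: CSMM-D restrictive synthetic medium containing dextrose (glucose). Times: 4 h cell preincubation, 48 h compound exposure, 30 °C humidified. Signal: OD615 turbidity measurement. Benchmarks: positive control amphotericin B 10 µg/mL.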
Yeast lifespan up – compounds extending yeast replicative lifespan, primary screen, S. cerevisiae, OD615; S. cerevisiae growth with nicotinamide; deaD strain in restrictive glucose medium; inhibition of the nicotinamide effect, % at 10 µM; 130,000 compounds, 0.68% hits;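 active = inhibition above a set limit, placed 3 SD over the median of all compounds, cut at about 26% in these data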;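 also: 0% = nicotinamide-treated wells and 100% = cells grown without nicotinamide; some compounds called inactive have numbers as strong as hits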
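System: DeaD-strain S. cerevisiae / Buffer or medium: CSMM-D, restrictive glucose (dextrose) synthetic minimal medium / Probe or stimulus: nicotinamide, 1.5 mM, co-present with compound / Compound: one concentration, 10 µM, DMSO 0.25% / Incubation: 48 h compound exposure at 30 °C, humidified / Technique: optical density (absorbance) at 615 nm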
MRP1 act – H69AR viability gain despite doxorubicin, primary screen, MRP-1 activator project, H69AR cells, CellTiter-Glo. viability increase, % at 10 µM. 140,000 compounds, 0.61% hits. viability rescue;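 active = viability gain under doxorubicin at or above a set limit, the compound median plus 3 SD, cut at about 4.7% in these data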;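 also: MRP-1 overexpressing cells given doxorubicin 25 µM after compound pretreatment; 18-22 h compound pretreatment then 72 h with doxorubicin before readout; 0% = doxorubicin-only wells and 100% = vehicle-treated cells without doxorubicin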
E-sel TNF inh – E-selectin induction blockers in HUVEC – imaging, immunofluorescence, high content, primary screen; HUVEC TNFa-induced E-selectin immunofluorescence; inhibition, % at 2 µM; 120,000 compounds, 0.71% hits;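 active = inhibition above the batch mean plus 3 SD, and confirmed as a hit on visual image review, cut at about 43% in these data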;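 also: 0% = TNF-stimulated DMSO wells and 100% = unstimulated control wells; not every result past the cut was called active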
bCat KO growth – primary screen for growth suppressors in beta-catenin knockout HCT116 cells (colon tumor, human); AID 818, 2007; viability, % at 10 µM; 140,000 compounds, 1.5% hits; HCT116 beta-catenin knockout viability, CellTiter-Glo, 60 h; stronger effect = lower value;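 active = viability at or under a set limit, the compound median less 4 SD, cut at about 6% in these data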;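 also: 0% = Hyamine 1622 control at 20 µM and 100% = untreated cell control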
The depositor's hits bear a star; x = no result given; & = joins results of further samples.

Values run as follows: GALR2 blocker	Phagocytosis inh	Measles CPE	NPY Y2 blocker	HCT116 PTEN-null	BB579 growth dn	Yeast lifespan up	MRP1 act	E-sel TNF inh	bCat KO growth
- CC(=O)NC1CC2CCCC(C1)N2S(=O)(=O)c1cccc(F)c1 (centres undefined)
→ -2	0	7	-1	92	-34	-4	-3.0	4	80
- Cc1cc(C)c2ccc(C(=O)O)nc2c1O
→ 22	0	4	1	83	-13	-8	2.8	8	69
- O=C(Nc1ccccc1)Nc1ccc(Br)c(Cl)c1
→ 18	2	7	1	17	-23	-5	-4.6	12	22
- Cc1nn(Cc2cccc(F)c2)c(C)c1NC(=O)c1ccc(COc2ccccc2Cl)cc1
→ 7	x	3	1	41&41	-46	-11	4.5	41	66
- CCCC(=O)Nc1ccc(Cl)c(NC(=O)CC)c1
→ 2	0	12	0	114	-9	-12	-0.3	-41	108
- Cc1ccc(O)c(C(=O)c2cc(C(=O)NCCc3ccccc3)c(=O)n(CCc3ccccc3)c2)c1
→ -7	-5	17	10	57	-19	3	-2.7	23	59
- Cc1ncc(CO)c(/C=N/NC(=O)c2ccccc2Br)c1O
→ 0	-11	12	3	65	-16	-6	2.1	x	61
- Cc1ccc(Nc2cc(C)nc3nnnn23)cc1
→ 2	2	17	1	97	1	-17	0.0	3	103
- CCOc1ccc(CN(CCC#N)C(=S)NC(=O)c2ccccc2)cc1
→ -1	-11	10	2	52	-28	5	-3.7	16	52
- CCNS(=O)(=O)c1ccc2c(c1)n(C)c(=O)n2C
→ 9	-1	7	-1	92	-62	-3	-0.7	17	91
- CCn1nc(C)c(C2C(C#N)=C(N)OC3=C2C(=O)CC(C)(C)C3)c1C (centres undefined)
→ 0	-4	11	0	102	2	-4	-1.4	x	99
- CN1C(=S)N(c2ccccc2)C(=O)/C1=C/c1cccs1
→ 4	-9	3	1	81	-23	-1	-2.1	-3	91
- COC(=O)CC1c2cc(OC)c(OC)cc2CC(=O)c2cc(OC)c(OC)cc21 (centres undefined)
→ 18	-15	12	0	104	-16	2	-0.7	x	101
- O=C(Cn1cnc2c(nnn2-c2cccc(Cl)c2)c1=O)N1CCCC1
→ 4	-1	8	0	89	-10	-15	-0.3	x	86
- CC(=O)c1c(N2CCOCC2)nc(=S)n(-c2ccccc2)c1C
→ -2	-2	14	-3	91	-8	10	1.2	-11	105
- Cc1cccc(N(CC(=O)Nc2ccccc2F)S(C)(=O)=O)c1
→ -10	-1	25	0	100	0	-4	1.7	6	86
- CS(=O)(=O)N1CCN(c2ccccc2NC(=O)c2ccco2)CC1
→ 0	x	8	5	97	-38	-10	-1.4	-5	99
- NC(=O)C1(N2CCCCC2)CCN(CC(=O)Nc2ccc(Oc3ccccc3)cc2)CC1
→ 11	-1	3	1	45	-18	-11	-0.8	-10	35
- CCCn1nnc(NC(=O)COc2ccc(C3CCCCC3)cc2)n1
→ -13	-2	4	5	97	-39	-10	-0.7	-12	86
- N#CC1=C(N)OC2=C(C(=O)CCC2)C1C1CC=CCC1 (centres undefined)
→ 11	1	3	3	71	-45	8	-1.1	x	86
- CNC(=O)CCCCCNS(=O)(=O)c1ccc(C)cc1
→ 1	x	7	2	95	-23	x	-1.5	10	93
- Cc1ccccc1NC(=O)C1C2CCC(O2)C1C(=O)O (centres undefined)
→ -16	x	6	-2	80	-21	x	-3.6	8	79
- CC(Cc1ccccc1)NC(=O)C1CCCNC1=O (centres undefined)
→ 11	1	21	-1	96	-52	-7	0.1	22	93
- COC(=O)c1ccc(CN2C(=O)NC3(CCCc4ccccc43)C2=O)o1 (centres undefined)
→ 0	0	9	-2	111	-12	-18	-1.3	x	99
- Cc1ccc(-n2c(=O)cc(N3CCN(C(=O)c4ccco4)CC3)[nH]c2=O)cc1
→ 2	-2	5	-2	90	-2	-3	-0.2	15	95
- COc1ccc(S(=O)(=O)Nc2cc(C)cc(C)n2)c2ccccc12
→ 8	-1	3	2	107	-20	-12	-0.8	-2	110
- N#C/C(C(=O)NCc1ccco1)=C1/SC=C(c2ccccc2)N1c1ccccc1
→ -10	-1	5	3	100	-13	3	-2.4	2	97
- O=C(Nc1cc2c(cc1Br)OCCO2)c1cccs1
→ -2	-1	4	1	87	-15	-18	-4.1	39	97
- Cc1nn(-c2nnc(NCc3ccccc3)nn2)c(C)c1Br
→ 14	-3	6	-4	56	-6	0	-3.2	x	61
- N=c1c2c3c(sc2nc2n1CCCCC2)CCCCC3
→ 6	0	19	9	71	-86	-1	-1.8	-15	73
- O=C(NC1CCCC1)c1ccc(Br)o1
→ -8	x	10	2	91	-34	-12	-0.2	14	92
- Cc1ccc(C(C)C)c(OCCCN2CC(C)OC(C)C2)c1 (centres undefined)
→ -3	x	4	4	88	-20	-13	-1.1	6	96
- CCOC(=O)C(Sc1ncc(C#N)c(N)n1)C(C)C (centres undefined)
→ 1	-1	22	3	93	-8	-8	-1.5	12	91
- CCc1c(C)c(C#N)c2nc3ccccc3n2c1Cl
→ 23	-7	0	6	2.2*	18	28*	-5.8	67*	4.0*
- CCOC(=O)c1c(NC(=O)CN2CCCCC2)sc2c1CCCC2O (centres undefined)
→ -14	x	28	8	76	39	-2	-3.5	-10	70
- Cc1ccc(OCC(=O)c2ccc3c(c2)CCCC3)cc1C
→ -10	x	19	9	84	-20	3	2.4	33	72
- Cc1cc(C)cc(N(C(=O)Cn2nnc(-c3ccccc3)n2)C(C(=O)NC2CCCCC2)c2ccccn2)c1 (centres undefined)
→ 2	-6	3	1	104	-15	1	-1.8	-16	95
- CSc1nc2c(c(C(F)(F)F)n1)CC(C)CC2 (centres undefined)
→ 7	5	3	-1	97	-36	-17	-3.0	-3	100
- O=C(CSc1ccc(-c2ccc(F)cc2)nn1)NCc1ccco1
→ 0	x	11	4	103	-32	x	-0.7	-32	97
- C=CCc1cccc(C2Nc3ccccc3C(=O)N2O)c1O (centres undefined)
→ 5	x	4	-1	58	-19	25	1.3	62*	64
- O=S(=O)(c1cccc(Cl)c1)N1CCCC1
→ 1	x	4	-1	94	-46	-2	0.2	-31	96
- CCC(=O)Nc1cc(C)c(NC(=O)c2ccco2)cn1
→ 18	-1	0	1	111	-31	-7	1.5	x	103
- Cc1c(C)c2ccc(OS(C)(=O)=O)c(C)c2oc1=O
→ 5	-8	16	1	96	-14	-3	1.9	-4	86
- O=[N+]([O-])c1cc(C2Nc3cccc4cccc(c34)N2)ccc1Cl
→ 5	-9	15	-2	83	-35	-1	0.7	-8	73
- COC(=O)Cc1c(C)c2ccc(OCc3nn[nH]n3)cc2oc1=O
→ 3	-1	5	0	102&105	-9	-11	0.5	-4	101
- CCN1CCN(c2cc(C(C)(C)C)nc3c(-c4ccccc4)c(C)nn23)CC1
→ 3	x	1	3	9	9	-9	-6.1	8	13
- O=C(Cc1ccccc1)NCCc1cn2ccsc2n1
→ 8	1	12	4	94	49*	2	-0.5	x	101
- Cc1ccc2nc(N3CCN(C=O)CC3)nc(-c3ccccc3)c2c1
→ 0	x	10	2	96	-48	x	-1.3	-2	82
- O=c1cc(N2CCc3ccccc32)[nH]c(=O)n1Cc1ccc(F)cc1
→ 5	-1	24	-1	98	-27	x	-0.5	-33	87
- O=C(Nc1nncs1)C1c2ccccc2Oc2ccccc21
→ -6	-1	4	6	88	-30	-9	-0.5	4	82
- Cc1ccc2nc(-c3cc(N)cc(N)c3)oc2c1
→ 12	x	8	-2	95	-41	-31	-2.3	4	106
- Cc1cccc(C)c1N(CC(=O)N/N=C/c1cc(Br)c(C)o1)S(C)(=O)=O
→ 0	-7	22	7	96	-15	1	0.1	42	93
- COc1ccc(CCNC(=O)COC(=O)Cc2ccc(OC)cc2)cc1
→ 5	-3	18	9	101	-14	-1	-0.3	11	91
- O=C(Nc1cc(C(F)(F)F)ccc1N1CCOCC1)c1ccccc1F
→ -8	x	9	4	81	-16	-17	-1.7	3	99
- O=C(Nc1ccc2ccccc2c1)/C(=C\c1ccc2c(c1)OCO2)NC(=O)c1ccco1
→ -5	-6	11	7	96	7	3	4.0	3	101
- CC(CNC(=O)c1ccc(-c2ccccc2)cc1)CN(C)C (centres undefined)
→ 7	2	6	-1	101	-11	1	-3.1	12	97
- COC(=O)c1cn(NC(=O)/C=C/c2cccc(OC)c2OC)c(=O)c2ccccc12
→ 8	-3	7	9	86	-55	10	0.8	3	87
- COc1ccc(CCNC(=O)CCC(=O)N2CCN(S(=O)(=O)c3ccccc3)CC2)cc1OC
→ 5	3	6	1	90	-12	-4	-3.1	-36	84
- Cc1cccc(NC(=O)C2C(C(=O)O)C3C=CC2C32CC2)c1C (centres undefined)
→ 3	2	7	0	94	-49	-7	-1.0	8	98
- O=C(Nc1ccc(C(=O)N2CCCCC2)cc1)c1ccc(Br)cc1
→ 2	x	6	1	74	-18	-11	0.1	2	80

The results go on.
Values run as follows: GALR2 blocker	Phagocytosis inh	Measles CPE	NPY Y2 blocker	HCT116 PTEN-null	BB579 growth dn	Yeast lifespan up	MRP1 act	E-sel TNF inh	bCat KO growth
- O=C(CSc1ccc(Cl)cc1)NC1CCCc2ccccc21 (centres undefined)
→ -8	1	1	4	92	-8	3	-1.3	0	86
- C[C@@H]1C=C[C@](Cc2ccccc2)(C(=O)NCCc2c[nH]c3ccccc23)N1C(=O)c1ccccc1
→ -13	x	7	19*	21	-49	19	-1.0	-11	16
- CCN(CC)c1ccc(/C=N/Nc2nc(C)cc(=O)[nH]2)cc1
→ -2	-2	4	3	82	-26	-25	-2.6	8	76
- N/C(=N\OC(=O)c1ccccc1Cl)c1ccccn1
→ -1	x	13	4	61	-40	-23	-5.0	3	61
- COc1ccc(C2=CC(c3ccc(C)cc3)n3nnnc3N2)cc1 (centres undefined)
→ -5	-2	17	8	90	-48	1	0.4	x	83
- CCOC(=O)c1cn(CC(=O)Nc2ccc(C(C)C)cc2)nn1
→ -3	x	4	0	92	-21	-11	1.1	x	94
- Cc1ccc(-c2cc(C(=O)NCCCn3ccnc3)c3ccccc3n2)s1
→ -3	-3	11	2	75	-23	2	-3.5	-8	79
- S=C(c1ccc(N2CCCC2)cc1)N1CCCCC1
→ -6	-1	10	0	69	-33	-12	-2.0	8	61
- O=C(c1ccccc1)C1CCc2occc2C1=O (centres undefined)
→ -12	1	13	0	112	-31	-17	1.2	2	106
- COc1ccc(OCCNS(=O)(=O)c2ccccc2)cc1
→ -1	-1	17	7	96	-8	-4	-2.0	-12	97
- COc1cccc(N2CCN(C(=O)Nc3ccc4c(c3)NC(=O)CO4)CC2)c1
→ 9	x	6	3	104	-1	-8	1.8	4	101
- CCOc1ccc2nc(NC(=O)c3c([N+](=O)[O-])cnn3CC)sc2c1
→ -5	0	13	6	92	-40	-2	0.3	-2	102
- COC(=O)NCc1ccc2c(c1)OCO2
→ 1	1	8	4	100	-11	1	-1.1	-35	84
